Bioassay records (PubChem)
MEKK3 PB1 HTS – modulators of MEKK3-MEK5 PB1 binding, primary screen, biochemical, wildtype MEKK3, multiplex bead flow cytometry, Alexa488-MEK5; hit rate 1.4% among 290,000; Mitogen-activated protein kinase kinase kinase 3 (Homo sapiens), Q99759; bead-based flow cytometry, Alexa488-MEK5 binding to MEKK3; actives lie on both sides; 0 = blocked by unlabeled MEK5, 100 = vehicle; AID 1529, 2009; binding response (% of control), % at 10 µM;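 active = binding response more than 3 SD above or below the average of its plate-row segment, actives on both sides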;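 note: Alexa488 bead fluorescence after subtracting the streptavidin-only scavenger bead signal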
MEKK2mut PB1 HTS – MEK5 binding signal on mutant MEKK2 PB1, primary screen, biochemical, multiplex bead flow cytometry, Alexa488-MEK5. Alexa488-MEK5 binding to MEKK2 mutant. percent response, % at 10 µM. hit rate 0.35% among 290,000; in the data active = percent response above about 24%, passing the limit was not always enough; note: inactives centre near 1; some results filed as inactive read as strong as hits; reference of the scale not given here
GalR3 antagonist – GalR3 antagonists in HEK293 cells, primary screen, cell-based, fluorescence readout; Galanin receptor type 3 (Homo sapiens), O60755; HEK293 GalR3-CNG cAMP membrane potential fluorescence; galR3 body fused to GalR1 C-terminus; inhibition, % at 3 µM; hit rate 0.44% among 360,000;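 active = inhibition above the screen-wide average plus 3 SD, cut at about 13% in these data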;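 note: forskolin and galanin both at EC90 stimulate the cells; cAMP rise reported by CNG channel membrane potential dye signal; 0% = forskolin plus galanin with DMSO and 100% = forskolin alone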
Target sequence (O60755 1-299 limits assumed): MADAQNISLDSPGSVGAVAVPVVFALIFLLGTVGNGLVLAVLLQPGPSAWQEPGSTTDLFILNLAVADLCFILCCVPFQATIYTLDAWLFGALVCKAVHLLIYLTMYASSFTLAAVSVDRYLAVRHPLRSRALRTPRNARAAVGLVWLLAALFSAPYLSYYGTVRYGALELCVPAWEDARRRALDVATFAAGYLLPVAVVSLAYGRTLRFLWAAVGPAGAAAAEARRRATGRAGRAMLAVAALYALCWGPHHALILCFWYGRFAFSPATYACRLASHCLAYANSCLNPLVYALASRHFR
OXTR ag – human OXTR agonists, primary screen, fluorescence, CHO-OTR cells, Fluo-8 calcium | Oxytocin receptor (Homo sapiens), P30559 | Fluo-8 calcium fluorescence; normalized: DMSO 0%, oxytocin 100% | activation, % at 3 µM | hit rate 0.32% among 320,000;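 active = activation above the mean of all tested compounds plus 3 SD, cutoff set per screening run, cut at about 20% in these data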;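 note: peak over basal fluorescence ratio from a 100 s FLIPR kinetic read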
MEKK2 WT-MEK5 – modulators of MEK5 binding to wildtype MEKK2, primary screen, biochemical, multiplex bead flow cytometry, Alexa488-MEK5. Mitogen-activated protein kinase kinase kinase 2 (Homo sapiens), Q9Y2U5. Alexa488-MEK5 binding to MEKK2 WT; actives lie on both sides. binding response (% of control), % at 10 µM. hit rate 1.1% among 290,000. AID 1531, 2009; in the data active = binding response below about 67% or above about 130%
PHOSPHO1 inh – PubChem AID 1565; Phosphoethanolamine/phosphocholine phosphatase (Homo sapiens), Q8TCT1; recombinant PHOSPHO1, absorbance phosphatase assay; inhibition, % at 13.3 µM; hit rate 1.1% among 290,000; in the data active = inhibition above about 60%
GPR7 antagonist – GPR7 receptor antagonists, primary screen, cell-based, fluorescence, single concentration; GPR7-expressing cells, fluorescence antagonist assay; inhibition, % at 4.4 µM; hit rate 1.1% among 290,000; Neuropeptides B/W receptor type 1 (Homo sapiens), P48145; in the data active = inhibition above about 16%, passing the limit was not always enough;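 note: cells stimulated with the agonist NPW; 0% = agonist with vehicle and 100% = vehicle without agonist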
Target sequence (P48145 whole entry, looked up): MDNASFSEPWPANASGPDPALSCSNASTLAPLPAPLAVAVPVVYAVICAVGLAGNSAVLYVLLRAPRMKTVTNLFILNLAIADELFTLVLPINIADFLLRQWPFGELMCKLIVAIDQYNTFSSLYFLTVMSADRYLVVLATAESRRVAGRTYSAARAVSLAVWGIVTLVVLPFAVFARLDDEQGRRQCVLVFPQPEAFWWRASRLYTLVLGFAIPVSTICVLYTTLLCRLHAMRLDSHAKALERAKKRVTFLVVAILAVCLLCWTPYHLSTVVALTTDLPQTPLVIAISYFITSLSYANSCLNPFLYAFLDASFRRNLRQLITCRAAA
NALP1 yeast inh – NALP1 inflammasome inhibitors in reconstituted yeast, colorimetric, S. cerevisiae, triplicate retest. inhibition, % at 10 µM. hit rate 0.61% among 280,000. S. cerevisiae NALP1/ASC/caspase-1 growth, X-gal OD620, 72 h; in the data active = inhibition mostly above about 24%, no sharp cut-off; inactive = mostly below about 32%; note: some compounds called inactive have numbers as strong as hits
V1aR counter – agonists of human V1a receptor, primary screen, counter-screen for OXTR agonist project, fluorescence, CHO-V1R cells. Vasopressin V1a receptor (Homo sapiens), P37288. Fluo-8 calcium fluorescence, agonist mode; 0% DMSO, 100% 3 nM vasopressin. activation, % at 3 µM. hit rate 0.25% among 320,000. AID 2797, 2010;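 active = activation above the mean activation of all tested compounds plus 3 SD, per screening run, cut at about 20% in these data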;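 note: signal is peak over basal fluorescence ratio across a 100 second FLIPR read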
Target sequence (P37288 whole entry, looked up): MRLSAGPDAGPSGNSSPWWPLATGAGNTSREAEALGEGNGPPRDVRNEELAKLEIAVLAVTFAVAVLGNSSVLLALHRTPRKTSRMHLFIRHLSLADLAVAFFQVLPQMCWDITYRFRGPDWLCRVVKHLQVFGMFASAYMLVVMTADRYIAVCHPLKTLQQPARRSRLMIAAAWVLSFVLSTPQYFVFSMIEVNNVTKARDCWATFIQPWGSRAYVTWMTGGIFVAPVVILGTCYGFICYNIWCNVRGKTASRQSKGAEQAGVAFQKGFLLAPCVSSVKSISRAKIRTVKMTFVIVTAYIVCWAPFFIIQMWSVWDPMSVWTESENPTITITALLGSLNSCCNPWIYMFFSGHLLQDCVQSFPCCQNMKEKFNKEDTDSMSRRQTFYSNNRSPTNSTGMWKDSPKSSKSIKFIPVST
The depositor's hits bear a star; . = no result given; [ ] = remark or other dose.

SMILES	MEKK3 PB1 HTS	MEKK2mut PB1 HTS	GalR3 antagonist	OXTR ag	MEKK2 WT-MEK5	PHOSPHO1 inh	GPR7 antagonist	NALP1 yeast inh	V1aR counter
CN(CC(=O)Nc1ccc2c(c1)OCCO2)S(=O)(=O)c1cccc2cccnc12	107	5	2	1.7	108	4	-11	-7	1.1
CCOC(=O)C1=C(Cn2cnc3ccccc32)NC(=O)NC1c1ccc(OC)cc1 (configuration not stated)	94	0	-7	0.3	97	16	-11	-8	0.8
CCCCCCCCSc1nnc(/N=C/N(C)C)s1	91	-14	-2	-0.3	94	25	-9	4	0.8
CCOc1ccc2oc(C(=O)O)c(C)c2c1	98	-1	-9	0.5	104	0	-12	30	2.5
CC(CCc1ccccc1)NC(=O)COc1cc(F)ccc1[N+](=O)[O-] (configuration not stated)	104	4	-2	-2.3	100	25	-5	1	0.3
O=C(Nc1ccc2c(c1)OCCO2)c1ccc2ccccc2n1	103	-3	-6	-2.8	99	-19	-1	-18	-0.6
CCCCC1N2CC3([N+](=O)[O-])CN1CC([N+](=O)[O-])(C2)C3(C)C (configuration not stated)	103	22	-4	-1.8	105	8	-25	33	-0.7
CCOC(=O)c1ccc(NC(=O)N2CCCCC2)cc1	91	1	.	-0.1	93	-1	10	0	11
NC(=O)COC(=O)/C=C/c1ccc2ccccc2n1	95	-11	-6	0.7	92	28	-6	-22	0.2
Cc1[nH]c(C)c(S(=O)(=O)NCCc2ccccc2)c1C(=O)N1CCCCC1	99	-6	0	0.3	100	-4	-3	-8	-0.8
CCC(CC)c1nnc(NC(=O)CCc2ccccc2OC)s1	107	12	-8	0.4	111	28	-9	8	-0.5
COC(=O)c1ccc(Oc2cc(C)nc(NCc3ccccc3)n2)cc1	101	-3	-7	0.3	104	14	1	-2	3.5
COC(=O)c1c(C)nc2nonc2c1N	102	-4	-2	-0.6	101	28	-9	-2	-0.4
CCCCCNC(=O)c1ccc2c(=O)n(CC3CCCO3)c(=S)[nH]c2c1 (configuration not stated)	73	-21	-4	0.8	74	-3	2	6	0.9
Cc1cccn2c(=O)c3cc(C(=O)NC(C)C)c(=N)n(Cc4ccncc4)c3nc12	.	.	-4	-2.0	.	10	-14	7	-1.5
CC(=O)Nc1cccc(/C(C)=N/NC(=O)c2cccc(S(=O)(=O)N3CCOCC3)c2)c1	105	1	5	0.6	101	2	-2	-8	0.5
Cc1cc(=O)oc(C)c1C(=O)NCCc1ccc(F)cc1	84	-10	2	0.6	94	-32	5	-18	-0.4
COC(=O)C(C)Oc1ccc2cc(-c3ccccc3)c(=O)oc2c1 (configuration not stated)	102	-1	-6	-0.5	100	3	7	20	2.5
CC(=O)Nc1cccc(Oc2ncccc2[N+](=O)[O-])c1	96	1	-8	0.3	94	13	-10	5	1.3
Cc1c(C(=O)NCc2cccnc2)oc2ccc(S(=O)(=O)N3CCC4(CC3)OCCO4)cc12	101	0	5	4.8	102	12	2	3	3.6
CCC(=O)OC1CSc2nc3ccccc3n2C1 (configuration not stated)	101	-6	-4	0.6	89	22	-9	-4	-0.2
CCOCCOC(=O)C1=C(C)NC(=O)NC1c1ccc2c(c1)OCO2 (configuration not stated)	107	9	-13	-0.1	114	29	-22	-2	0.1
Cc1ccc(Nc2cc(C)nc(N3CCOCC3)n2)c(C)c1	105	0	-1	-2.1	106	6	-3	30	-1.1
CC(=O)c1cccc(N(CC(=O)Nc2ccc(S(=O)(=O)N3CCOCC3)cc2)S(C)(=O)=O)c1	105	8	3	0.1	110	33	-5	20	0.8
CC1CCN(S(=O)(=O)c2cn(CC(=O)N3CCN(c4cccc(C(F)(F)F)c4)CC3)cn2)CC1	100	2	.	4.6	102	26	-27	0	5.6
c1ccc(-c2cnnc(SCc3cn4cccnc4n3)n2)cc1	104	5	-3	1.6	109	76*	16	26	0.2
Cc1ccc(C)c(NC2=NC3(CCCCC3)N=C(N)N2)c1	100	6	-4	0.8	98	10	-16	16	-0.2
NS(=O)(=O)c1ccc(Sc2nc3ccccc3s2)c([N+](=O)[O-])c1	101	-1	0	12	96	18	-9	.	10
COc1ccccc1NC(=O)CN1CCN(CC(=O)Nc2ccc(F)cc2)CC1	116	21	-1	-2.7	116	1	5	1	-1.6
CC(C)C1N(C(=O)CN2CCCCC2)CCN1S(=O)(=O)c1ccccc1 (configuration not stated)	97	-7	3	0.0	96	-26	27*	10	0.2
CCOC(=O)N1CCN(C(=O)CCc2ccccc2)CC1	97	-8	-5	-0.6	100	25	14	10	1.6
Cc1noc(C)c1COc1cccc(C(=O)Nc2ccc(OCc3ccccc3)cc2)c1	102	0	-2	1.3	100	22	1	11	2.0
O=C(Nc1ccc(O)cc1)c1cc2n(n1)C(C(F)(F)F)CC(c1ccco1)N2 (configuration not stated)	104	4	-2	12	99	17	9	-10	12
CCOC(=O)c1cnc2c(c(C)nn2CC)c1NC1CC1	100	-3	-4	-2.8	99	11	-15	-5	-1.3
CC(C)N(C)CCOC(=O)c1ccccc1Br	99	-1	-11	0.7	102	-6	-6	54	0.6
COc1cccc(-n2nnc3c(=O)n(CC(=O)NCC4CCCO4)cnc32)c1 (configuration not stated)	99	5	.	-0.4	103	-11	-7	.	-0.8
O=C(Nc1ccc(N2CCOCC2)cc1)c1cn2ccccc2n1	.	.	-1	0.7	.	-9	-5	-3	0.2
O=C(COC(=O)c1cncc(Br)c1)NCc1ccccc1Cl	112	-1	-7	0.5	100	-2	-11	-1	-0.2
CCOc1cc(-c2nc(-c3ccc(C)nc3OC)no2)cc(OCC)c1OCC	101	4	-1	.	108	16	-10	27*	.
CC1CC(=O)C2=C(C1)OC(N)=C(C#N)C2c1coc2ccccc2c1=O (configuration not stated)	99	-4	-2	3.2	95	-1	-5	18	2.6
CS/C(=C\[N+](=O)[O-])Nc1ccc(OC(F)(F)F)cc1	112	0	-2	0.0	110	12	-11	-16	1.1
COc1ccccc1Nc1ccc(NC(=O)c2cccc([N+](=O)[O-])c2C)cc1	97	0	14*	-0.4	109	11	7	5	-0.6
O=C(CSc1ccc(Br)cc1)NCC1CCCO1 (configuration not stated)	116	0	-3	-0.4	111	-4	3	-4	1.1
FC(F)(F)c1ccccc1NC(=S)N1CCN(c2ccccn2)CC1	96	-6	-4	0.2	99	13	-5	-9	1.7
CCOC(=O)COc1ccc(S(=O)(=O)NCc2ccncc2)cc1	98	-1	110*	15	98	21	18*	33	8.3
CCn1c(CNC(=O)c2ccc3c(c2)OCO3)nnc1SCC(=O)Nc1ccccc1F	102	3	-8	-1.8	100	-25	-5	-3	-0.8
CCS(=O)(=O)c1nc(S(=O)(=O)c2ccc(Cl)cc2)c(N2CCC(O)CC2)s1	102	0	-8	1.8	99	48	-10	20	3.6
Cc1ccc(C(=O)C[n+]2cc(-c3ccc(C)cc3)n3c2CCCCC3)cc1	.	.	20*	0.1	.	43	60*	20	2.9
CCc1nnc(NC(=O)c2cccc(S(=O)(=O)N3CCc4ccccc43)c2)s1	95	1	3	-0.3	95	14	-6	2	-1.1
O=C(CSc1nnc(CNC(=O)c2ccc(F)cc2)o1)NCc1ccccc1Cl	98	-2	-3	0.8	99	43	-10	2	0.0
Cc1sc(NC(=O)C2CSC3(C)CCC(=O)N23)nc1-c1ccc(F)cc1 (configuration not stated)	102	3	-1	-1.9	105	34	-5	24	1.3
COc1cccc(OC)c1NC(=O)c1nc2c(nnn2Cc2ccccc2Cl)c(=O)[nH]1	107	1	-5	0.5	102	16	-3	25	0.2
O=C(NCCc1cccc(Cl)c1)C1CCC(=O)N(Cc2ccc(Cl)cc2)C1 (configuration not stated)	101	8	-2	0.8	106	58	3	-3	3.8
O=C(CCCN1C(=O)C(c2ccccc2)Oc2cccnc21)NCc1ccc(F)cc1 (configuration not stated)	101	1	-1	2.9	97	13	0	13	4.8
COc1ccc(Br)cc1CN(C)CC(O)COc1ccc(Br)cc1 (configuration not stated)	102	0	-10	3.5	113	13	10	19	2.7
C=C(C)C(=O)Nc1ccc2c(c1)OCCOCCOCCO2	93	-18	-5	-1.2	97	22	-1	.	-1.1
COc1ccc(C(=O)N2CCC(C(=O)Nc3ccccc3C)CC2)cc1OC	102	-6	-2	-0.8	99	41	-7	0	0.3
COc1cccc(N2C(=O)/C(=C\c3cccs3)NC2=S)c1	102	-3	6	0.1	92	-122	-32	1	-0.2
C#CCN(Cc1ccco1)C(=O)c1ccc(OC2CCN(Cc3ccccn3)CC2)cc1	108	8	0	0.1	114	-16	-13	17	4.3
COc1ccc(-n2nc(C(=O)NCC(=O)N3CCCCC3)c3ccccc3c2=O)cc1	102	5	-7	0.3	102	39	-10	10	2.4

GPR7 antagonist, what is marked active above
| SMILES | MEKK3 PB1 HTS | MEKK2mut PB1 HTS | GalR3 antagonist | MEKK2 WT-MEK5 | PHOSPHO1 inh | GPR7 antagonist | NALP1 yeast inh |
| --- | --- | --- | --- | --- | --- | --- | --- |
| CC(C)C1N(C(=O)CN2CCCCC2)CCN1S(=O)(=O)c1ccccc1 (configuration not stated) | 97 | -7 | 3 | 96 | -26 | 27* | 10 |
| CCOC(=O)COc1ccc(S(=O)(=O)NCc2ccncc2)cc1 | 98 | -1 | 110* | 98 | 21 | 18* | 33 |
| Cc1ccc(C(=O)C[n+]2cc(-c3ccc(C)cc3)n3c2CCCCC3)cc1 | . | . | 20* | . | 43 | 60* | 20 |

More structures follow:
SMILES	MEKK3 PB1 HTS	MEKK2mut PB1 HTS	GalR3 antagonist	OXTR ag	MEKK2 WT-MEK5	PHOSPHO1 inh	GPR7 antagonist	NALP1 yeast inh	V1aR counter
c1ccc(-c2cn3c(n2)SCC3)cc1	94	4	-2	-0.4	102	-1	1	12	-0.3
O=C(/C=C/c1ccccc1)Oc1ccccc1C(=S)N1CCOCC1	112	-4	-5	-2.0	99	-7	-6	-2	-0.2
O=C(c1ccccc1)N1CCN(CC2CC=CCC2)CC1 (configuration not stated)	107	2	-2	0.7	105	-14	-6	-8	5.8
NC1=NN=C(c2ccc3c(c2)OCCO3)CS1	1.0*[inhibitor]	-84	1	-2.2	1.0*[inhibitor]	4	1	-2	-1.1
COC(=O)c1ccccc1NC(=O)C1CCCO1 (configuration not stated)	108	0	-4	-0.8	104	-7	-7	30	0.8
CC(=O)c1ccc(N2CCN(C(=O)c3ccc4c(=O)n(-c5ccccc5)c(=O)[nH]c4c3)CC2)cc1	99	0	-7	0.3	101	-11	-4	10	0.6
COc1cccc2c1-c1c(O)cccc1C2=O	108	5	-10	-0.2	111	-2	-7	18	-0.3
Fc1ccc(CNCc2ccccc2C(F)(F)F)cc1	103	0	0	-1.9	104	-6	-6	20	-0.1
Cc1cc(C)c2cc(C#N)c(NCCNC(=S)NCCCN3CCOCC3)nc2c1	102	2	-3	-2.0	105	37	-5	3	-1.2
O=C(CCc1nnc2ccc(NCc3ccco3)nn12)Nc1ccc(F)cc1	104	9	-4	-0.8	104	-20	1	-2	-0.7
CCC(c1nnc(SCC(=O)Nc2cc(S(C)(=O)=O)ccc2Cl)n1Cc1ccccc1)N(C)C (configuration not stated)	107	12	-1	-0.1	117	0	-13	13	-0.2
Cc1ccc(Nc2nc(=O)c3cccnc3s2)cc1	70	-15	-6	-1.9	84	-2	-10	6	-1.4
